# Pol eta inh: blocks human DNA polymerase eta activity. Q9Y253. recombinant Pol eta, fluorescent DNA replication assay. Potency, µM (series often up to 114 µM), without a hit: top-dose activity change, negative = inhibition, actives largely listed as inhibitors. 1.2% of 390,000 active. AID 588591; further: on the % scale 0 is the no-effect control and ±100 the full control effect
#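 Pol eta at 10 nM preincubated with compounds 15 min at room temperature; reaction started with fluorescent substrate (50 nM final) and read kinetically at 0 and 10 min.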
# JMJD2A Tudor: blocks the human JMJD2A Tudor domain; AlphaScreen JMJD2A-Tudor / H3K4me3 peptide binding; Potency, µM (series often up to 114 µM), inactives show top-dose activity change, negative = inhibition, usual class: inhibitors; 4.4% of 390,000 active; AID 504339; further: on the % scale 0 is the no-effect control and ±100 the full control effect; nearly all actives have a fitted effect of over 50% in size
# Target sequence (O75164 whole entry, looked up, the tested form may be a part): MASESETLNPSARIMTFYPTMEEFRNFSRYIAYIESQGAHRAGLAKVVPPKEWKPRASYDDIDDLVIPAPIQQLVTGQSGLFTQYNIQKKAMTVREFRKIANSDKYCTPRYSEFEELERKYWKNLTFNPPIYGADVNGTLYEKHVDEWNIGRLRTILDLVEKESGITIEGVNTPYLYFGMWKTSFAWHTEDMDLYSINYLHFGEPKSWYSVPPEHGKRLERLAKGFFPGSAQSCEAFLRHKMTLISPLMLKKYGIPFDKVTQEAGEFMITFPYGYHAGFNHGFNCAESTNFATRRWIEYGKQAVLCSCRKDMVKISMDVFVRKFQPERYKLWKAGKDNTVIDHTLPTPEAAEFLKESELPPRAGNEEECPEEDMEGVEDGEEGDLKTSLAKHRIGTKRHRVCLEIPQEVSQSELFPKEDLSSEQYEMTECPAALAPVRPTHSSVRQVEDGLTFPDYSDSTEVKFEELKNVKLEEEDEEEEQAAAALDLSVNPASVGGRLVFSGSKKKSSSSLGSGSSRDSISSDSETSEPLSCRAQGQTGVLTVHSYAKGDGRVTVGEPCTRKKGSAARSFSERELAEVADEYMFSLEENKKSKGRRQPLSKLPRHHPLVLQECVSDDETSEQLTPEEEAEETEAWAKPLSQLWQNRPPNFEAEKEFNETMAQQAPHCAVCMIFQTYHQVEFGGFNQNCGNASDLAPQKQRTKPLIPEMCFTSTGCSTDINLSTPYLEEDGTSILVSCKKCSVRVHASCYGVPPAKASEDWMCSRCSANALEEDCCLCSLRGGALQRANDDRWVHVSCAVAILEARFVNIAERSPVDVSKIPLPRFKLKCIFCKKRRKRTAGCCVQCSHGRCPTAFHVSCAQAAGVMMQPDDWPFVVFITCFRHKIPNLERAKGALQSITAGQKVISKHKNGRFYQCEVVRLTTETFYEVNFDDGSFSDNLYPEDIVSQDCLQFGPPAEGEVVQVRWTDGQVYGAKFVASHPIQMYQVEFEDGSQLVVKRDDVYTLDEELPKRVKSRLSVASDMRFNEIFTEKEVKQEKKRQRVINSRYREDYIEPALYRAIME
# BLM helicase inh: inhibitors of human Bloom syndrome helicase BLM | Potency, µM (highest dose often 56.1 µM), for inactives: at the top dose activity change, negative = inhibition, hits mostly inhibitors | 0.2% of 350,000 active | recombinant BLM DNA unwinding, fluorescence dequenching | P54132;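 further: plate controls were vehicle for no effect and no enzyme for full effect; nearly all actives have a fitted effect of over 35% in size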
# APEX1 inh: blocks human APE1 abasic DNA cleavage. P27695. recombinant APE1, TAMRA/BHQ-2 abasic DNA cleavage fluorescence. Potency, µM (top dose mostly 65.8 µM), without a hit: top-dose activity change, negative = inhibition, actives largely listed as inhibitors. 0.35% of 350,000 active. AID 2517;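 further: plate controls were vehicle for no effect and reference inhibitor for full effect; nearly all actives have a fitted effect of over 55% in size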
#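 Enzyme (0.75 nM final) and test compound are incubated 15 min at room temperature before adding 50 nM quenched THF abasic-site duplex. Cleavage dequenches TAMRA, followed at 525/598 nm over three reads one minute apart.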
# Pol iota inh: blocks human DNA polymerase iota activity. Pol iota fluorescent replication assay, 10 min. Potency, µM (highest dose often 115 µM), inactives show top-dose activity, negative = inhibition, actives largely listed as inhibitors. 1% of 390,000 active
#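 Fluorescent replication assay read twice, at 0 min and 10 min after adding 50 nM (final) substrate. Enzyme (10 nM) and compounds were first incubated 15 min at room temperature; enzyme-free buffer wells were negative controls.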
# POLK inh: blocks human DNA polymerase kappa activity; Q9UBT6; purified Pol kappa, fluorescent DNA synthesis assay, 10 min; Potency, µM (series often up to 107 µM), without a hit: at the highest dose activity, negative = inhibition, hits mostly inhibitors; 0.53% of 400,000 active; further: on the % scale 0 is the no-effect control and ±100 the full control effect
#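 Activity was followed as the change in fluorescence between reads at 0 and 10 min after starting the reaction with 50 nM substrate. Beforehand, 10 nM polymerase had been preincubated with compound for 15 min at room temperature.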
# G9a block: inhibitors of human histone lysine methyltransferase G9a. Potency, µM (top dose mostly 102 µM), inactives show top-dose activity, negative = inhibition, most hits filed as inhibitors. 8.8% of 350,000 active. G9a H3K9 monomethylation, AlphaScreen, 2 h; further: on the % scale 0 is the no-effect control and ±100 the full control effect; nearly all actives have a fitted effect of over 75% in size
#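 AlphaScreen detection with an anti-monomethyl H3K9 antibody quantified product after a 2 h room-temperature reaction containing 500 nM biotinylated H3K9 peptide, 20 µM SAM and 20 nM enzyme, which had been preincubated 15 min with compound.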
# POLB inh: inhibitors of human DNA polymerase beta; P06746; Pol beta primer extension/strand displacement, fluorescence kinetic; Potency, µM (highest dose often 114 µM), without a hit: top-dose activity change, negative = inhibition, most hits filed as inhibitors; 1.3% of 340,000 active; further: on the % scale 0 is the no-effect control and ±100 the full control effect
#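 Preincubation: enzyme (10 nM) with compound, 15 min, RT. Reaction: substrate added to 50 nM final. Reads: 0 and 10 min. Analysis: normalized, Hill fit.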
# BAZ2B block: BAZ2B (human) inhibition; AlphaScreen BAZ2B-H3K14Ac peptide displacement; Potency, µM (titrated, usually from 114 µM), without a hit: top-dose activity change, negative = inhibition, most hits filed as inhibitors; 4.4% of 360,000 active; further: on the % scale 0 is the no-effect control and ±100 the full control effect; nearly all actives have a fitted effect of over 60% in size
#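 AlphaScreen luminescence quantifies BAZ2B engagement of H3K14Ac peptide; the protein and biotinylated peptide are both at 50 nM final, buffer PBS pH 7.4 with 0.01% Tween-20, all steps at room temperature.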
# Active calls of the source: *; ? = inconclusive; · = no result given; [ ] = remark or other dose. The call rests on the fitted dose curve; in most records, active means well fitted curve in the direction sought with a large enough effect; inconclusive means small, poorly fitted or top-dose-only effect, or another doubt; inactive means no such curve, though single readings can be large; an effect the other way counts as inactive or inconclusive. Potency means the concentration at half of the fitted maximal effect. Some of the compounds tested (hit frequency here may not be typical).
SMILES,Pol eta inh,JMJD2A Tudor,BLM helicase inh,APEX1 inh,Pol iota inh,POLK inh,G9a block,POLB inh,BAZ2B block
O=c1c2c([nH]c3ccccc13)C(=C1CCCC1)CC2,20µM*,-23%,?,?,?,40µM*,35µM*,32µM*,?
OCCN1CCOCCOc2ccccc2OCCOCC1,-5%,-4%,3%,7%,-11%,-7%,·,35%,6%
CCOc1ccc(C(=O)OCC(=O)N2CCCC2)cc1,-10%,3%,-2%,-2%,52%[activator],-26%,37%,49%,3%
CCOC(=O)[C@@H]1[C@H]2COc3ccccc3[C@@H]2N2C(=O)N(c3cccc(C)c3)C(=O)[C@@]12C,-2%,-19%,·,1%,12%,-13%,·,·,·
Cc1ccc(S(=O)(=O)N2CCN(C(=O)COC(=O)CC(C)c3ccccc3)CC2)c(C)c1 (stereo not given),-12%,-10%,·,-11%,42%[activator],-12%,-5%,·,-4%
Cc1ccc(C(=O)Nc2cccnc2)cc1Cl,-5%,-12%,-4%,-7%,17%,3%,12%,0%,12%
CCCNC(=O)C1(CC2CC(c3ccccc3)=NO2)CCN(C(=O)Cc2ccc(F)cc2)CC1 (stereo not given),3%,-18%,·,·,10%,-3%,·,·,·
CC(=O)c1ccc(N2CCN(C(=O)c3ccc(Br)cc3)CC2)c(F)c1,-11%,-3%,-1%,3%,-5%,-2%,-21%[59 µM],-1%,-38%
OC(C#CCN1CCCC1)c1ccccc1 (stereo not given),13%,-11%,2%,1%,12%,-2%,45µM*,0%,-33%
CCN(C(=O)COC(=O)c1cc2ccccc2cc1OC)c1c(N)n(Cc2ccccc2)c(=O)[nH]c1=O,-3%,-11%,·,·,26%,-10%,·,·,·
COC(=O)c1sc2ccccc2c1NC(=O)c1ccc(S(=O)(=O)N2CC(C)CC(C)C2)cc1 (stereo not given),-25%,-8%,4%,1%,5%,-2%,29%[59 µM],19%,-4%
Cn1cc(CN2CCCC(C(=O)Nc3cccc(-c4cc5ccccc5[nH]4)c3)C2)cn1 (stereo not given),-10%,?,-15%,8%,82%[activator],-8%,?,6%,?
CC(OC(=O)C1CC(=O)N(Cc2ccccc2)C1)C(=O)Nc1cccc(C#N)c1 (stereo not given),-14%,-5%,3%,62%[activator],-7%,-1%,-36%,9%,1%
COc1ccc(C/C(N)=N/OC(=O)c2cccc([N+](=O)[O-])c2)cc1,-7%,-26%,3%,?,138%[activator],-7%,6%[59 µM],2%,-37%
Cc1cc(NC(=O)c2c(Br)c(C)nn2C)no1,-18%,-12%[57.1 µM],3%,-7%,6%,8%,-5%[59 µM],25%,9%
Cc1ccc(OC(F)F)c(NC(=O)Nc2cccc(C(F)(F)F)c2)c1,-17%,8%,-12%,0%,-19%,-19%,-4%,-1%,-5%
NS(=O)(=O)c1ccc(NC(=O)CSc2n[nH]c(=O)n2Cc2ccccc2)cc1,-4%,-4%,2%,4%,34%[activator],9%,?,5%,1%
CCc1ccc(NC(=O)C(=O)NCC(O)c2ccccc2)cc1 (stereo not given),-6%,-17%,-10%,3%,8%,-9%,36%[12.7 µM],-6%,-22%
O=C(CCn1c(=O)c2cccn2c2cccnc21)NCc1ccccc1F,-17%,3%,-3%,·,24%,2%,5%[59 µM],5%,-19%
Cc1cc(OCCCn2c(CCNC(=O)C3CCCCC3)nc3ccccc32)ccc1Cl,-20%,-14%,-11%,·,?,-15%,-34%[59 µM],-3%,-4%
CC(=O)OC(C(=O)NCCN1CCOCC1)c1c(F)cccc1F (stereo not given),-4%,-1%,-2%,-2%,0%,-10%,-33%,4%,-12%
O=C(Cc1ncc(C(F)(F)F)cc1Cl)Nc1cccc(Br)c1,4%,-6%,-1%,-2%,37%[activator],0%,34%,-20%,-2%
CNc1nc(C)c(C(=O)OCc2ccccc2)s1,-11%,-16%,1%,12%,14%,-10%,-3%[12.7 µM],2%,-7%
O=C(CS(=O)(=O)Cc1ccccc1)N1CCN(c2cccc(C(F)(F)F)c2)CC1,-1%,-31%[57.1 µM],-5%,3%,12%,-12%,?,1%,-5%
CC(=O)c1ccc(OCc2cc(C(=O)NCC3CCCCO3)no2)cc1 (stereo not given),-2%,-11%,-11%,88%[activator],21%,-13%,4%,22%,10%
O=C(O)c1cccc(NC(=O)c2cn(-c3ccccc3)nc2-c2cccc(Br)c2)c1,?,-16%,1%,16%,82%[activator],3%,-5%,-10%,-7%
N/C(Cc1ccccc1)=N\OC(=O)c1cccc2ccccc12,-10%,23%,1%,3%,60%[activator],-2%,63%[activator],-1%,85%[activator]
Cc1ccc(C[C@@H](NS(=O)(=O)c2ccc(C(=O)O)cc2)C(=O)O)cc1,·,-1%,-2%,-8%,·,·,1%[12.7 µM],·,3%
CCOc1ccc(C(=O)Nc2nc(-c3ccc(Br)cc3)ns2)cc1,-6%,-1%,-3%,·,17%,0%,8%[59 µM],-10%,1%
Cc1cc(Cl)c(S(=O)(=O)N(C)C)cc1OCC(N)=O,-7%,-15%,3%,4%,12%,-3%,23%[59 µM],3%,0%
COc1ccccc1Cn1c(=O)c2ccccc2n2c(Sc3ncnc4sccc34)nnc12,-13%,-18%,-5%,16%,12%,-9%,?,-2%,11%
O=C(O)CCCCCCCCCCP(=O)(c1ccccc1)c1ccccc1,-16%,-9%,-2%,-1%,48%[activator],-1%,-7%,-13%,-1%
Nc1ccccc1S(N)(=O)=O,-5%,-14%,0%[21.4 µM],4%,15%,11%,0%[59 µM],·,8%
COc1cc(CCCN2CCNC[C@@H]2C(C)O)cc(OC)c1OC (stereo not given in full),-10%,-10%,·,36%[activator],?,2%,-15%[2.33 µM],·,7%
CCN(CC)CCNC(=O)c1cc2c(s1)-c1ccccc1SC2,-5%,-23%,25%,30%,-7%,-15%,-12%,1%,3%
O=c1[nH]c(Cc2ccccc2)nc2c1oc1ccccc12,-8%,-29%,-12%,3%,-24%[58.9 µM],-1%,?,15%,-4%
O=C(O)Cn1c(-c2ccccn2)nc2ccccc21,-13%,50µM*,0%,52%[activator],-6%,-3%,?,-1%,3%[57.1 µM]
O=C(CC12CC3CC(CC(C3)C1)C2)N1CCCOC1,-14%,2%,-5%,-4%,-2%,-3%,-5%[59 µM],-1%,20%
Cc1ccc(C)c(S(=O)(=O)c2nnn3c2nc(NCc2ccc4c(c2)OCO4)c2sccc23)c1,-10%,-3%,-7%,·,13%,3%,-18%[59 µM],9%,-16%
CCOc1ccc(S(=O)(=O)N2CCC(C(=O)NCc3ccccn3)CC2)cc1C,4%,0%,0%,11%,15%,2%,10%,42%,8%
O=C(C[C@H]1C/C=C\C[C@H](NC(=O)OCC2c3ccccc3-c3ccccc32)C(=O)OC[C@@H]2CCCN2C1=O)N[C@H](CO)Cc1ccccc1,-1%,-22%,·,-50%,25%,-7%,·,·,·
COC(=O)NNC(=O)COc1ccccc1C,-9%,12%[57.1 µM],-2%,-2%,-14%,-4%,1%[59 µM],25%,11%
COc1ccc(C(=O)OCC(=O)NCc2ccc3c(c2)OCO3)cc1S(=O)(=O)N1CCOCC1,-14%,-13%,·,10%,1%,-6%,·,·,·
CC(C)(COC(=O)Nc1ccccc1)COC(=O)Nc1ccccc1,-21%,7%,-12%,12%,1%,-14%,-24%[2.33 µM],13%,-7%
CCS(=O)(=O)N1CCC2(CC1)OC(=O)C(C)=C2C(=O)NCc1cccc(Cl)c1,-8%,-19%,-1%,·,6%,-18%,2%[59 µM],2%,-1%
Cc1ccc(-c2cc(C(F)F)n3ncc(C(=O)N4CCc5ccccc54)c3n2)cc1,-13%,-23%,0%,-1%,-24%,9%,7%,0%,-21%
NC(=O)CC(NC(=O)Cc1cccc2ccccc12)c1ccc(NC2CC3CCC2C3)c([N+](=O)[O-])c1 (stereo not given),3%,-31%,1%,0%,?,-13%,·,45%,?
Cc1cc(C(=O)NNC(=O)CCCCC(=O)NNC(=O)c2cc(C)[nH]n2)n[nH]1,0%,-15%,-1%,-8%,-4%,-11%,4µM*,22%,7%
O=C(OCC(=O)N1CCCc2ccccc21)c1cccnc1Cl,-18%,12%,0%,?,24%,-8%,-40%,-11%[57.1 µM],4%
COCCCNC(=O)/C=C/c1c(Cl)cccc1Cl,-23%,7%,2%,2%,24%,-6%,16%[59 µM],27%,7%

# The list continues:
SMILES,Pol eta inh,JMJD2A Tudor,BLM helicase inh,APEX1 inh,Pol iota inh,POLK inh,G9a block,POLB inh,BAZ2B block
CCc1ccc(CNC(=O)c2sc3ncccc3c2-n2c(C)ccc2C)cc1,-10%,-22%,-5%,·,1%,-11%[60.1 µM],-1%[59 µM],-3%,10%
Cc1nn(-c2ccccc2)c(N)c1-c1ccccc1,-9%,-16%,-2%,0%,27%,-6%,1%,22%,-14%
Cc1c(NC(=O)CN2C(=O)NC(C)(c3ccc4c(c3)OCCO4)C2=O)c(=O)n(-c2ccccc2)n1C (stereo not given),-17%,2%,-2%,-5%,-4%,-14%,-9%,-14%[57.1 µM],1%
CC(=O)N1c2c(cc(Br)cc2S(=O)(=O)NCc2ccccc2)CC1C (stereo not given),-10%,-1%,1%,-8%[12.4 µM],-5%,-3%,0%[59 µM],-1%,5%
